# High-throughput results: PubChem BioAssay, several laboratories
# SR-BI uptake up: enhances SR-BI lipid uptake from DiI-HDL | CHO ldlA[mSR-BI] cells, DiI-HDL uptake fluorescence, 3 h; 100 = double the neutral-control signal | activation, % at 12.5 µM | 320,000 compounds, 0.096% hits | AID 504775;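 active = mean replicate activation of at least 60% and every replicate at or above 60%; inconclusive = mean or all-replicate condition met, but not both; inactive = mean below 60% and not all replicates reaching 60%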;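 also: 0% = median plate neutral-control signal and 100% = twice that signal; values of inactives mirror those of a sister screen read the other way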
#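 Material – SR-BI-overexpressing, LDLR-lacking CHO cells · Medium – BSA-supplemented, HEPES-buffered Ham's F12, pH 7.4 · Doses – single concentration · Times – compound with DiI-HDL co-incubation, 3 h at 37 °C · Measured by – bottom-read fluorescence, 550/595 nm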
# Wnt act: activators of Wnt/beta-catenin signaling. AID 743398. Wnt/beta-catenin reporter cell assay, activator, plate reader. activation, % at 9.35 µM. 300,000 compounds, 1.2% hits; in the data active = activation above about 30%, passing the limit was not always enough; inconclusive = no clear call, values can overlap the other calls;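 also: 0% = neutral control wells and 100% = positive control wells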
# SR-BI HDL uptake: mouse SR-BI HDL lipid transfer inhibition; ldlA[mSR-BI] CHO cells, DiI-HDL uptake fluorescence, 3 h; inhibition, % at 12.5 µM; 320,000 compounds, 0.96% hits;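 active = mean replicate inhibition of at least 70% and a set share of replicates each scoring 70 or more; inconclusive = meets just one of the two criteria; inactive = fails both criteria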;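 also: 0% = median of neutral control wells and 100% = median of positive control wells; values of inactives mirror those of a sister screen read the other way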
# Target sequence (Q61009 whole entry, looked up): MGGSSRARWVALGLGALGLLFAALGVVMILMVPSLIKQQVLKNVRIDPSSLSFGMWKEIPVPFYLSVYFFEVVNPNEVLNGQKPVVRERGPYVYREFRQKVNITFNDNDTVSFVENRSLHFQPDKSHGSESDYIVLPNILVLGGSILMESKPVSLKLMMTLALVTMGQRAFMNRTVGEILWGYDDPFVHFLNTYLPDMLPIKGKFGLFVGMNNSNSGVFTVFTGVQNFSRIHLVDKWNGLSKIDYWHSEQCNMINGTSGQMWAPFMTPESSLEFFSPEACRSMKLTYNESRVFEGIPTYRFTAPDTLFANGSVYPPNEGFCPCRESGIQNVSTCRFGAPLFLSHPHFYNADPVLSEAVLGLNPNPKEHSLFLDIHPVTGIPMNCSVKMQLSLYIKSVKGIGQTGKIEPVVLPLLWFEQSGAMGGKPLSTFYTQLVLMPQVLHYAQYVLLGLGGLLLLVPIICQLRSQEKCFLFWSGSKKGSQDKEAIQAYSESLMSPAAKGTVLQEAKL
# CAL PDZ FP-1: blocks peptide binding to human CAL PDZ domain; inhibition, % at 20 µM; purified CAL PDZ, TMR-peptide fluorescence polarization, 1 h; 330,000 compounds, 0.02% hits; AID 504414;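 active = highest replicate inhibition of at least 40%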;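 also: plate controls were DMSO neutral control wells for no effect and unlabeled competitor peptide control wells for full effect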
#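 Control set: unlabelled peptide and DMSO controls / Material: purified CerCALP PDZ construct / Timing: 1 h incubation at room temperature before polarization reading / Doses: 20 µM, one dose / Detection: fluorescence polarization (mP)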
# Tat transport: inhibitors of E. coli Tat protein transport. inhibition, % at 10 µM. E. coli MC4100 TorA-mCherry Tat export, fluorescence. AID 488895. 340,000 compounds, 0.036% hits;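 active = mean replicate inhibition at least 50% and at least half of replicates individually reaching 50%; inconclusive = only one of the two criteria met; inactive = neither criterion met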;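 also: exported cargo escapes ClpAP degradation while cytoplasmic cargo is degraded and loses fluorescence; 0% = median of neutral control wells and 100% = median of NaSCN control wells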
# MITF TRPM1 HTS: increases MITF-driven TRPM1 promoter luciferase signal; SK-MEL-5 TRPM1-promoter luciferase, 24 h; % of positive control, neutral wells = 0; activation, % at 12.5 µM; 300,000 compounds, 0.75% hits; AID 588334;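 active = mean activation of at least 80% with every replicate also reaching 80%; inconclusive = mean reaches 80% but some replicate falls short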;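 also: 0% = neutral control wells and 100% = parthenolide positive control wells; values of inactives mirror those of a sister screen read the other way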
# Ecoli viability: counter-screen for AddAB inhibitors: E. coli growth inhibition | inhibition, % at 11.9 µM | 330,000 compounds, 0.27% hits | E. coli V3065 growth, OD600 absorbance, 18 h;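 active = inhibition above the campaign's mean inhibition across all tested compounds plus 3 SD, cut at about 9.9% in these data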;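 also: uninfected addAB+ strain grown without phage in ampicillin broth; 0% = DMSO wells and 100% = ciprofloxacin 0.95 µg/ml wells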
# CAL PDZ FP-2: CAL PDZ (human) peptide binding inhibition. inhibition, % at 24.9 µM. purified CAL PDZ, TMR-peptide fluorescence polarization, 1 h. AID 602252. Q9HD26. 300,000 compounds, 0.92% hits;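 active = mean inhibition of at least 30% with at least half of replicates also reaching 30%; inconclusive = no clear call, values can overlap the other calls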;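 also: 0% = DMSO neutral control and 100% = excess unlabeled competitor peptide PRC23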
# AddAB inh: less growth of phage-infected E. coli with AddAB | E. coli expressing H. pylori AddAB, absorbance growth | inhibition, % at 11.9 µM | 330,000 compounds, 0.29% hits; in the data active = inhibition above about 12%;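 also: 0% = vehicle wells of infected cells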
# phage Ecoli inh: E. coli growth loss with phage present. 360,000 compounds, 0.26% hits. growth absorbance. inhibition, % at 11.9 µM; in the data active = inhibition above about 11%
# * = called active by the depositor; u = inconclusive; x = not tested or not shown.
SMILES,SR-BI uptake up,Wnt act,SR-BI HDL uptake,CAL PDZ FP-1,Tat transport,MITF TRPM1 HTS,Ecoli viability,CAL PDZ FP-2,AddAB inh,phage Ecoli inh
O=C(COC(=O)c1ccccc1Nc1ccccc1)NCc1ccccc1,6,x,-6,0.8,7,4,0.5,0,-0.9,2.2
NNC(=O)C(=O)/C=C1\NC2(CCCC2)Cc2ccccc21,x,-1,x,x,x,x,0.3,x,2.6,-3.1
Cc1ccc(C(=O)Nc2ccc(S(=O)(=O)N3CCCC3)cc2)o1,6,2,-6,-1.1,-1,13,1.8,-1,4.7,3.7
CCOC(=O)c1c(NC(=O)CSc2nnc(-c3ccncc3)n2Cc2ccco2)sc(C(C)=O)c1C,-6,x,6,-2.6,0,-2,x,-2,x,3.0
COc1ccccc1CN1CCN(Cc2nc(-c3ccc(C)cc3)oc2C)CC1,-9,-2,9,-0.4,-1,0,-0.7,-3,2.8,-1.8
CCOC(=O)C1=C(c2ccccc2)NC(=O)NC1c1ccc(OC)cc1 (centres undefined),-4,1,4,-0.1,2,3,0.4,-1,1.0,3.0
O=c1nc2s/c(=C\c3ccc(-c4ccccc4[N+](=O)[O-])o3)c(=O)n2nc1-c1ccccc1,-3,0,3,-1.5,-2,5,x,-1,x,2.7
CC(=O)NC(=S)Nc1cccc2c(C)cc(C)nc12,4,x,-4,-4.0,-8,-4,-3.3,0,0.2,4.2
NS(=O)(=O)c1ccc(NC(=O)Cn2ncc3c2-c2ccccc2OC3)cc1,33,7,-33,0.2,4,x,2.2,x,-1.3,4.4
O=C(Nc1cc(S(=O)(=O)N2CCCC2)ccc1Cl)c1cc(F)c(F)c(F)c1F,-40,1,40,-1.5,-4,-30,-1.1,-33,-3.0,2.2
CC1CC(C)CN(C(=O)c2cc(-c3ccncc3)nc3ccccc23)C1 (centres undefined),-1,3,1,-2.6,1,-10,0.7,0,0.8,2.4
COc1ccc(C(=O)CC2OC(=O)c3c2ccc(OC)c3OC)cc1 (centres undefined),36,2,-12,-1.5,-7,-3,-2.7,-2,-2.4,-0.7
CC(c1nc2ccccc2c(=O)[nH]1)N1CCCN(S(=O)(=O)c2ccc(F)cc2)CC1 (centres undefined),25,2,-25,-1.3,4,-4,-2.6,-3,2.3,-0.1
CCOC(=O)N1CCC(NC(=O)c2ccc3c(c2)N=C(CC)c2ccccc2S3)CC1,-18,-1,18,-3.3,-2,-10,-2.0,2,1.9,2.4
Cc1cnn(CCC(=O)NNC(=S)Nc2ccc(F)cc2)c1,2,-5,-2,-1.0,6,6,-0.8,2,1.9,-0.9

# Looked up one by one from the entries so far, 5 records:
SMILES,SR-BI uptake up,Wnt act,SR-BI HDL uptake,CAL PDZ FP-1,Tat transport,MITF TRPM1 HTS,Ecoli viability,CAL PDZ FP-2,AddAB inh,phage Ecoli inh
NNC(=O)C(=O)/C=C1\NC2(CCCC2)Cc2ccccc21,x,-1,x,x,x,x,0.3,x,2.6,-3.1
Cc1ccc(C(=O)Nc2ccc(S(=O)(=O)N3CCCC3)cc2)o1,6,2,-6,-1.1,-1,13,1.8,-1,4.7,3.7
CC1CC(C)CN(C(=O)c2cc(-c3ccncc3)nc3ccccc23)C1 (centres undefined),-1,3,1,-2.6,1,-10,0.7,0,0.8,2.4
COc1ccc(C(=O)CC2OC(=O)c3c2ccc(OC)c3OC)cc1 (centres undefined),36,2,-12,-1.5,-7,-3,-2.7,-2,-2.4,-0.7
O=c1nc2s/c(=C\c3ccc(-c4ccccc4[N+](=O)[O-])o3)c(=O)n2nc1-c1ccccc1,-3,0,3,-1.5,-2,5,x,-1,x,2.7

# Following part.
SMILES,SR-BI uptake up,Wnt act,SR-BI HDL uptake,CAL PDZ FP-1,Tat transport,MITF TRPM1 HTS,Ecoli viability,CAL PDZ FP-2,AddAB inh,phage Ecoli inh
O=C(CN1CCCCC1)NCCNC(=O)CN1CCCCC1,21,x,-21,x,-10,x,0.6,3,4.3,4.0
COc1cc(S(=O)(=O)NCCCn2ccnc2)ccc1F,-17,-1,17,0.5,3,-4,-1.9,x,3.3,3.1
COC(=O)[C@@]1(C)[C@H]2C(=O)N(C)C(=O)[C@H]2[C@H]2CN=C(SCc3ccc(Cl)cc3)N21,35,-1,-35,0.6,-10,12,1.1,-2,2.8,0.2
Cc1ccccc1-c1nnc2c3ccccc3c(C)nn12,x,x,x,-1.6,18,-21,-1.0,-2,2.3,-0.8
Cc1cccc(C(C)Nc2ccc([N+](=O)[O-])cn2)c1 (centres undefined),14,-8,-14,0.4,2,x,-0.5,6,4.5,1.5
CCn1c(SCC(=O)Nc2ccc3c(c2)OCO3)nnc1-c1cnccn1,-25,x,25,-1.7,-6,x,-1.2,-1,0.7,3.9
COc1ccc(NC(=O)c2ccc3c(c2)C(=O)N(Cc2ccncc2)C3=O)cc1S(N)(=O)=O,24,-5,-24,-0.2,7,0,-0.5,-5,0.9,0.2
Cc1ccc(NC(=S)NCCc2ccc(S(N)(=O)=O)cc2)cc1C,30,-1,-30,0.6,-5,5,-0.3,-3,1.4,2.4
CN(/N=C/c1ccc([N+](=O)[O-])o1)c1ccccc1,8,u,-8,0.8,3,-3,2.5,-3,3.2,3.4
O=C(COc1ccccc1)NCC(=O)Nc1cccc(S(=O)(=O)NC2=NCCC2)c1,18,-1,-18,-0.2,-9,-2,-1.6,6,2.1,3.7
CCCCOc1cccc(C(=O)NC(=S)Nc2cccc(C(F)(F)F)c2)c1,-19,-6,19,-2.1,1,0,2.3,-3,0.3,1.2
Cc1cc(C)n(CCc2nc(-c3ccc(-c4ccccc4)cc3)cs2)n1,-35,20,35,-2.7,-4,44,-1.6,-3,-1.9,3.6
N#C/C(=C\c1ccccc1Br)C(=O)NC1CC1,5,-2,-5,-1.4,-8,-2,2.3,0,-0.7,0.6
O=C(O)c1ccc(NC(=S)NC(NC(=O)c2ccco2)C(Cl)(Cl)Cl)cc1 (centres undefined),-11,x,11,-1.0,-1,x,1.4,-3,1.1,0.9
COc1ccc(S(=O)(=O)N(C)CC(=O)Nc2cccc(C(C)=O)c2)cc1C,-4,x,4,-0.3,3,0,-0.7,x,-1.9,2.7
CCc1nonc1NC(=O)COc1ccc(Cl)c(C)c1,-1,1,1,-3.3,5,2,-0.3,4,6.8,0.0
CN(c1ccccc1)S(=O)(=O)c1cccc(NC(=O)Cc2c(F)cccc2Cl)c1,5,x,-5,-8.3,-4,6,2.8,2,2.3,-0.9
O=C(NCc1cn(-c2ccccc2)nc1-c1ccccc1)c1ccc([N+](=O)[O-])cc1,-14,0,14,-7.9,-1,14,-0.3,-1,0.1,2.7
COc1ccccc1-c1c(C#N)c(N)nc2c1CCc1ccccc1-2,-34,x,34,-0.1,-1,-50,-0.5,-3,0.6,2.8
Cc1cc(C)n2nc(CC(=O)NC3CCCC(C)C3C)nc2n1 (centres undefined),15,-2,-15,0.2,0,-1,4.6,x,1.3,x
CC(C)(C)NC(=O)CN(C(=O)CS(=O)CC(=O)Nc1ccc(F)cc1)c1cccc(F)c1 (centres undefined),12,-1,-12,-5.9,0,-2,2.4,x,3.2,2.7
Cc1ccc(NC(=O)CSc2nnc(-c3cccnc3)n2CCN2CCCCC2)cc1,13,x,-13,-0.9,-10,0,-1.0,-4,3.7,3.9
Cn1cc(S(=O)(=O)Cc2ccc(F)cc2)c2ccccc21,7,-3,-7,-0.1,-5,18,-2.3,0,-1.9,2.5
CCC(C)NC(=O)C1CCC(CNS(=O)(=O)c2ccc3c(c2)CC(C)N3C(C)=O)CC1 (centres undefined),22,0,-22,-4.3,4,10,-0.2,-2,-0.1,3.5
Cc1cc2c3c(c1C)C1(C(=O)N3C(C)(C)CC2C)C(C#N)=C(N)Oc2n[nH]c(C)c21 (centres undefined),12,-1,-12,-1.8,-6,-8,-1.2,-2,1.6,1.3
O=C(Cc1cccc2ccccc12)N/N=C/c1ccncc1,-3,-4,3,-1.2,9,4,1.3,-6,1.4,0.0
COc1ccc(NC(=O)CCNC(=O)Cn2cnc3ccccc3c2=O)c(OC)c1,-2,7,2,-0.3,2,x,0.9,x,-0.2,1.1
Cc1ccccc1Cn1ccc(-c2ccc3c(c2)OCO3)n1,12,x,-12,0.0,14,73,0.8,-4,1.5,3.0
O=[N+]([O-])c1ccc(N2CCN(C(=S)Nc3ccccc3)CC2)cc1,15,-2,-15,0.5,-2,7,-1.4,0,-0.6,-2.5
O=C(Nc1ccc(N2CCOCC2)cc1)c1ccc(Cl)nc1,-15,x,15,-0.1,1,7,2.2,-2,0.2,x
NC(=S)NN=C1CCC2(CCCCC2)CC1,-85,-4,85*,0.1,-5,-6,x,x,x,3.3
N/C(=N\OC(=O)Cc1ccccc1[N+](=O)[O-])c1ccncc1,11,0,-11,-0.8,4,-1,-0.2,-5,3.2,4.1
COc1ccccc1C(=O)COC(=O)CSCC(=O)Nc1cc(C)on1,-2,-3,2,-2.0,1,-17,-0.3,-1,0.3,1.3
O=C(NC1CCCCC1)c1ccc(-c2ccccc2F)o1,-24,18,24,-1.7,1,73,-0.5,-3,0.7,4.8
Cc1cc(S(=O)(=O)N2CCOCC2)ccc1OCC(=O)Nc1ccccc1C(F)(F)F,x,0,x,-1.3,6,x,-2.0,-3,-0.5,0.8
C/C(=N\NC(=O)c1ccccc1N)c1ccc(NC(=O)Cc2ccccc2)cc1,-23,8,23,-2.0,-9,30,x,7,x,2.3
O=c1[nH]c2cc3c(cc2cc1CN(Cc1cccnc1)C(=S)NCc1ccco1)OCCO3,19,-1,-19,-1.9,-6,6,-0.8,x,-0.6,3.9

# Part of the list above, showing only phage Ecoli inh, SR-BI HDL uptake and Ecoli viability.
canonical_smiles	phage Ecoli inh	SR-BI HDL uptake	Ecoli viability
N#C/C(=C\c1ccccc1Br)C(=O)NC1CC1	0.6	-5	2.3
O=C(O)c1ccc(NC(=S)NC(NC(=O)c2ccco2)C(Cl)(Cl)Cl)cc1 (centres undefined)	0.9	11	1.4
COc1ccc(S(=O)(=O)N(C)CC(=O)Nc2cccc(C(C)=O)c2)cc1C	2.7	4	-0.7
CCc1nonc1NC(=O)COc1ccc(Cl)c(C)c1	0.0	1	-0.3
CN(c1ccccc1)S(=O)(=O)c1cccc(NC(=O)Cc2c(F)cccc2Cl)c1	-0.9	-5	2.8
O=C(NCc1cn(-c2ccccc2)nc1-c1ccccc1)c1ccc([N+](=O)[O-])cc1	2.7	14	-0.3

# Compound profiles (already shown). Order of values: SR-BI uptake up, Wnt act, SR-BI HDL uptake, CAL PDZ FP-1, Tat transport, MITF TRPM1 HTS, Ecoli viability, CAL PDZ FP-2, AddAB inh, phage Ecoli inh
# Listed for O=C(Nc1cc(S(=O)(=O)N2CCCC2)ccc1Cl)c1cc(F)c(F)c(F)c1F → -40, 1, 40, -1.5, -4, -30, -1.1, -33, -3.0, 2.2
# Listed for O=C(COc1ccccc1)NCC(=O)Nc1cccc(S(=O)(=O)NC2=NCCC2)c1 → 18, -1, -18, -0.2, -9, -2, -1.6, 6, 2.1, 3.7
